AddAB inh = growth inhibition of E. coli expressing H. pylori AddAB, primary screen, AddAB inhibitor project, absorbance; inhibition, % at 11.9 µM; 330,000 tested, 0.29% active; AID 435030, 2010; in the data active means inhibition above about 12%;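 further: 0% = vehicle wells of infected cells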
phage Ecoli inh = growth loss of phage-infected E. coli, primary screen, RecBCD inhibitor project, absorbance, with phage, HTS; inhibition, % at 11.9 µM; 360,000 tested, 0.26% active; AID 651602, 2012; in the data active means inhibition above about 11%
SR-BI uptake up = activators of SR-BI mediated DiI-HDL uptake, primary screen, ldlA[mSR-BI] CHO cells, DiI fluorescence. 3 h; 100 = double the neutral-control signal. activation, % at 12.5 µM. 320,000 tested, 0.096% active;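 active means mean replicate activation of at least 60% and every replicate at or above 60%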;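 further: 0% = median plate neutral-control signal and 100% = twice that signal; values of inactives mirror those of a sister screen read the other way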
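material = CHO ldlA[mSR-BI] cells | medium = Ham's F12 with 0.5% BSA, HEPES 25 mM, pH 7.4 | reagent = fluorescent DiI-HDL, 10 µg/mL final | compound dosing = single-point compound dose | incubation = 3 h, 37 °C | measured by = bottom-read fluorescence, 550/595 nm | measure = HDL uptake via cellular fluorescence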
MITF TRPM1 HTS = activators of MITF-driven TRPM1 promoter reporter, primary screen, cell-based, SK-MEL-5, luciferase, single point | AID 588334, 2011 | activation, % at 12.5 µM | SK-MEL-5 TRPM1-promoter luciferase, 24 h; % of positive control, neutral wells = 0 | 300,000 tested, 0.75% active;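 active means mean activation of at least 80% with every replicate also reaching 80%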;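 further: 0% = neutral control wells and 100% = parthenolide positive control wells; values of inactives mirror those of a sister screen read the other way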
Ecoli viability = E. coli V3065 growth inhibition, primary screen, counter-screen for AddAB inhibitor project, absorbance, OD600 | 18 h | inhibition, % at 11.9 µM | 330,000 tested, 0.27% active | AID 449728, 2010;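 active means inhibition above the campaign's mean inhibition across all tested compounds plus 3 SD, cut at about 9.9% in these data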;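 further: uninfected addAB+ strain grown without phage in ampicillin broth; 0% = DMSO wells and 100% = ciprofloxacin 0.95 µg/ml wells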
SR-BI HDL uptake = inhibitors of SR-BI mediated HDL lipid uptake, primary screen, ldlA[mSR-BI] cells, fluorescence, single point; AID 488896, 2010; inhibition, % at 12.5 µM; ldlA[mSR-BI] CHO cells, DiI-HDL uptake fluorescence, 3 h; Scavenger receptor class B member 1 (Mus musculus), Q61009; 320,000 tested, 0.96% active;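 active means mean replicate inhibition of at least 70% and a set share of replicates each scoring 70 or more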;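 further: 0% = median of neutral control wells and 100% = median of positive control wells; values of inactives mirror those of a sister screen read the other way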
Target sequence (Q61009 whole entry, looked up): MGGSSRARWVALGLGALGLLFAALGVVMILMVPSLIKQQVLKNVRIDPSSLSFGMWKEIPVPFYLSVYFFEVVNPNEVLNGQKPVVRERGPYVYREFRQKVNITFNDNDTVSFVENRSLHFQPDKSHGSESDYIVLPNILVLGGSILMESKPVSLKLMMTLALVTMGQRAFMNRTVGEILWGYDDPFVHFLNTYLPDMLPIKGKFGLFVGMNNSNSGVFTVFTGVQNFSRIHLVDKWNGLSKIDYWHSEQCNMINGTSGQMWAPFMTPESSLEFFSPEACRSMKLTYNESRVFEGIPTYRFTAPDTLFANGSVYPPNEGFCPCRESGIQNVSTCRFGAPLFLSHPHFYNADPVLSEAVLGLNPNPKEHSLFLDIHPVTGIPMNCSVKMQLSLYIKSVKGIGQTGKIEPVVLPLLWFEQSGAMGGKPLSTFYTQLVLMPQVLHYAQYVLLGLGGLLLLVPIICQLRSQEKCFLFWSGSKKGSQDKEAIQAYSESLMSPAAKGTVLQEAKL
Tat transport = E. coli Tat export inhibitors, primary screen, MC4100, TorA-mCherry reporter, fluorescence, single point; inhibition, % at 10 µM; 340,000 tested, 0.036% active; AID 488895, 2010;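 active means mean replicate inhibition at least 50% and at least half of replicates individually reaching 50%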;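 further: exported cargo escapes ClpAP degradation while cytoplasmic cargo is degraded and loses fluorescence; 0% = median of neutral control wells and 100% = median of NaSCN control wells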
CAL PDZ FP-1 = untagged CAL PDZ binding inhibitors, primary screen, biochemical, fluorescence polarization, HTS; Golgi-associated PDZ and coiled-coil motif-containing protein (Homo sapiens), Q9HD26; purified CAL PDZ, TMR-peptide fluorescence polarization, 1 h; inhibition, % at 24.9 µM; 300,000 tested, 0.92% active; AID 602252, 2012;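 active means mean inhibition of at least 30% with at least half of replicates also reaching 30%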;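 further: 0% = DMSO neutral control and 100% = excess unlabeled competitor peptide PRC23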
CAL PDZ FP-2 = CAL PDZ peptide-binding inhibitors, primary screen, biochemical, fluorescence polarization, Cer-tagged CAL PDZ, HTS; Golgi-associated PDZ and coiled-coil motif-containing protein (Homo sapiens), Q9HD26; purified CAL PDZ, TMR-peptide fluorescence polarization, 1 h; inhibition, % at 20 µM; 330,000 tested, 0.02% active; AID 504414, 2011;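 active means highest replicate inhibition of at least 40%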;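 further: plate controls were DMSO neutral control wells for no effect and unlabeled competitor peptide control wells for full effect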
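material = purified tagged CAL PDZ domain construct (CerCALP) | buffer or medium = sodium phosphate/NaCl buffer pH 7.4 with TCEP, IgG, Thesit | reagent = TMR-labelled reporter peptide T*-PRC34 bound in PDZ groove | incubation = 1 h room-temperature incubation prior to read | measured by = fluorescence polarization (mP) | evaluation = percent inhibition from loss of millipolarization | control set = unlabelled peptide and DMSO controls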
Wnt bcat act = Wnt/beta-catenin pathway activators, primary screen, cell-based, plate reader, single point; Wnt/beta-catenin reporter cell assay, activator; activation, % at 9.35 µM; 300,000 tested, 1.2% active; in the data active means activation above about 30%, passing the limit was not always enough;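 further: 0% = neutral control wells and 100% = positive control wells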
An asterisk follows results filed as active; x = no result given. A portion of the library; rates above refer to the full screens.

SMILES	AddAB inh	phage Ecoli inh	SR-BI uptake up	MITF TRPM1 HTS	Ecoli viability	SR-BI HDL uptake	Tat transport	CAL PDZ FP-1	CAL PDZ FP-2	Wnt bcat act
O=C1NC(=O)C(CCc2ccncc2)(CCc2ccncc2)C(=O)N1CCc1ccccc1	-0.9	4.3	-3	0	-0.7	3	-1	-4	-0.9	-1
C[N+]1(C)C2CC(OC(=O)C(CO)c3ccccc3)CC1C1OC12 (centres undefined)	-1.4	2.2	-1	10	-0.3	1	-7	6	0.5	3
COc1ccc(N2C(=O)NC(=O)/C(=C\c3ccccc3[N+](=O)[O-])C2=O)cc1	7.3	-0.1	22	-17	0.2	-22	-2	-3	0.3	0
COc1cc2c(cc1OC)C(C)NCC2 (centres undefined)	-3.6	3.2	9	14	0.4	-9	16	-1	-0.1	0
Nc1c(C(=O)NCCN2CCOCC2)c2nc3ccccc3nc2n1Cc1ccco1	3.8	1.3	-19	8	-1.3	19	5	-6	-1.8	x
COc1c(C)cc(C(=O)C2CCCN(Cc3cccc(O)c3)C2)cc1C (centres undefined)	0.0	4.2	3	x	-0.3	-3	-13	-10	-1.2	0
CCOC(=O)c1cc2c(cn1)[C@@H](CCO)NC2	x	0.7	7	5	x	-7	-2	-1	-0.2	-1
C=C1C(=O)OC2CC3(C)OC3CCC(C)=CC(OC(C)=O)C12 (centres undefined)	x	-0.7	-7	x	x	7	1	1	-0.2	-3
O=Cc1cn(Cc2cccc(F)c2)c2ccccc12	3.5	-0.3	30	0	0.6	-30	-4	-6	-0.4	-2
O=c1[nH]c(=O)n(CCc2ccc(F)cc2)c(O)c1C=NCCCn1ccnc1	0.3	-11	5	-11	0.2	-5	-8	1	-0.5	x
COc1cc(C(=S)N2CCOCC2)cc(OC)c1OC(=O)Cc1ccccc1	3.8	3.4	4	-8	0.9	-4	3	-2	-2.6	-2
CC[C@H]1OC(=O)C[C@@H](O)[C@H](C)[C@@H](O[C@@H]2O[C@H](C)[C@@H](O[C@H]3C[C@@](C)(O)[C@@H](O)[C@H](C)O3)[C@H](N(C)C)[C@H]2O)[C@@H](CC=O)C[C@@H](C)C(=O)/C=C/C(C)=C/[C@@H]1CO[C@@H]1O[C@H](C)[C@@H](O)[C@@H](OC)[C@H]1OC	x	5.8	6	9	x	-6	16	-2	-1.7	-1
O=[N+]([O-])c1cccc2c([N+](=O)[O-])cccc12	0.2	1.7	8	14	-1.8	-8	-2	-2	-0.6	0
COC(=O)C1=C(c2ccccc2)C[C@@H]2CC[C@H]1N2C(=O)N1CCCCC1	-0.3	2.3	17	3	-1.9	-17	-4	-4	-1.5	-4
COc1ccc(-c2[nH]ncc2CNC(C)Cc2ccsc2)c(F)c1 (centres undefined)	-1.4	4.6	-7	-10	-0.3	7	-10	-4	-2.2	0
NC(N)=N/N=C/c1cn(-c2ccccc2)nc1-c1cccs1	2.2	5.1	-2	-44	2.3	2	-4	-3	-9.6	0
COC(=O)C1=C(c2cccc(C#N)c2)C[C@@H]2CC[C@H]1N2C(=O)N1CCC(O)CC1	0.8	1.3	17	-1	-0.4	-17	-2	-1	-2.3	-1
CN1C(=O)C(=Cc2ccc(N3CCCCCC3)cc2)C(=O)N(C)C1=O	0.9	2.5	11	x	0.7	-11	-7	-2	0.4	8
Cc1ccccc1-n1c(C)cc(/C=C2/C(=O)NC(=O)N(Cc3ccco3)C2=O)c1C	1.1	2.0	-11	-14	1.5	11	-2	-2	-0.8	-4
O=c1[nH]c(=S)n(Cc2ccc(F)cc2)c(O)c1C=NCc1cccnc1	0.2	3.9	-6	-7	-1.2	6	12	-2	-1.3	-4
COC(=O)C1=C(c2ccccc2OCc2ccccc2)C[C@@H]2CC[C@H]1N2C(=O)NCc1ccc(OC)c(OC)c1	-1.6	1.3	-37	-5	-2.7	37	2	-2	-0.9	1
Nc1ccc(Cl)cc1C(=O)c1ccccc1	0.3	0.9	-23	5	-2.5	23	7	1	-1.3	2
O=C1NC(=O)N(c2cccc(Cl)c2)C(=O)/C1=C\c1ccc(Sc2nc3ccccc3[nH]2)o1	2.8	3.4	-1	-8	-1.0	1	-9	-1	-3.4	-4
O=C(CF)NC(Nc1cccc2cccnc12)C(Cl)(Cl)Cl (centres undefined)	-0.5	0.8	-5	-10	0.2	5	10	-1	0.2	x
CCOP(=O)(OCC)C1(O)C(=O)Nc2ccc(Br)cc21 (centres undefined)	1.0	0.1	24	-18	-0.6	-24	2	0	-2.1	-2
More results follow.
SMILES	AddAB inh	phage Ecoli inh	SR-BI uptake up	MITF TRPM1 HTS	Ecoli viability	SR-BI HDL uptake	Tat transport	CAL PDZ FP-1	CAL PDZ FP-2	Wnt bcat act
CCC(=NCc1ccco1)c1c(O)n(-c2ccccc2C)c(=O)[nH]c1=O	0.7	2.5	10	x	-1.3	-10	10	x	-1.2	3
CCCCn1c(O)c(C(C)=NCCN2CCOCC2)c(=O)[nH]c1=O	0.0	2.8	x	x	-2.9	x	-2	0	-1.4	x
COc1cccc(N=Cc2c(O)n(Cc3ccco3)c(=O)[nH]c2=O)c1	-0.1	2.4	x	x	-0.7	x	-1	x	-1.4	2
COC(=O)C1=C(c2ccc(OC(F)(F)F)cc2)C[C@@H]2CC[C@H]1N2C(=O)NCCOc1ccccc1Cl	0.1	3.0	-25	1	-2.8	25	16	-3	0.5	-5
CC(C(=O)Nc1ccc(Br)cc1C(=O)c1ccccc1)N1CCOCC1 (centres undefined)	-1.0	0.0	14	x	-3.1	-14	1	x	0.0	-1
CCOP(=S)(OCC)N1CC1	x	0.9	7	15	x	-7	7	-1	0.2	-2
CCOP(=O)(OCC)C(NC(=O)C(C)C)C(Cl)(Cl)Cl (centres undefined)	1.5	3.0	17	1	1.7	-17	5	-1	-0.6	4
O=C(COc1ccccc1)Nc1ccc(Cl)cc1C(=O)c1ccccc1	2.9	1.6	-1	-1	-0.9	1	-3	-6	-0.5	-4
ClCCN(CCCl)c1ccc(C2=NCCc3ccccc32)cc1	x	3.6	-23	-6	x	23	8	x	-0.2	-7
COC(=O)C1=C(c2ccc(F)cc2OCc2ccccc2)C[C@@H]2CC[C@H]1N2C(=O)NCc1ccc(F)cc1	-1.3	1.7	-11	4	0.5	11	6	-1	-1.9	-3
CCC(C)c1ccc(N2C(=O)NC(=O)/C(=C/c3cccn3CCOc3ccc(C)cc3)C2=O)cc1 (centres undefined)	3.5	4.2	2	23	-2.8	-2	-3	7	0.0	-1
O=c1cccc2n1CC1CC2CN(S(=O)(=O)c2cc(Cl)ccc2Cl)C1 (centres undefined)	2.2	1.7	16	1	2.0	-16	3	-8	0.5	2
Cc1ccc2c(c1)CC1(CN2C)C(=O)NC(=O)N(C(C)C)C1=O (centres undefined)	2.6	2.5	-14	x	2.2	14	0	-3	-0.6	5
O=C(O)c1ccc(NC(=O)N2C[C@H]3C[C@@H](C2)c2cccc(=O)n2C3)cc1	0.8	0.4	25	5	0.3	-25	-1	-3	1.5	-1
O=C(c1c[nH]c2ccc(S(=O)(=O)N3CCOCC3)cc2c1=O)N1CCC2(CC1)OCCO2	-1.9	2.0	35	-5	2.5	-35	2	x	-0.8	-1
Cc1ccc(-c2nn(Cc3ccccc3)cc2C=O)cc1	2.1	0.8	42	44	-0.5	-42	-2	-5	-1.0	55*
O=C(NC1CC1)c1cn(Cc2ccccc2)nc1-c1ccccc1	x	1.0	8	-16	x	-8	-1	-4	-2.0	-2
C=C1C(C)C2C(Cc3ccccc3)NC(=O)C23OC(=O)/C=C/C(O)CCCC(C)C/C=C/C3C1O (centres undefined)	x	0.5	21	x	x	-21	-11	-4	-0.1	-2
CC1=NN(c2ccccc2)C(=O)C1/C=C1\C(=O)NC(=O)N(c2ccc(C)c(C)c2)C1=O (centres undefined)	2.7	0.9	-8	-5	2.2	8	-2	4	-0.3	-6
Cn1c(C(=O)N2CCC3(CC2)OCCO3)cc2c(=O)n(C)c3ccccc3c21	-0.2	2.6	40	-3	-1.7	-40	-2	-6	-0.1	x
COc1cc2c(cc1OC)C13CCN4CC5=CCOC(CC(=O)O)C(C5CC41)C3N2 (centres undefined)	x	2.7	18	-9	x	-18	5	-2	-0.4	-3
O=S1(=O)N(Cc2ccc(F)cc2)CCCN1Cc1ccccc1Cl	1.6	1.8	8	-2	2.2	-8	0	-1	-1.1	-1
CCOP(=O)(OCC)c1cccc(O)c1	1.4	0.9	-2	-1	0.1	2	1	-5	-3.1	-8
CC1=CC(=O)NP(=O)(Oc2ccc3ccccc3c2)N1 (centres undefined)	-0.4	1.0	x	-10	0.2	x	-13	-4	-1.3	x
C#CC1(OC(=O)c2ccccc2)CC(C)N(C)CC1C (centres undefined)	x	1.4	-1	-7	x	1	-6	x	-0.2	-1
(cont.)
SMILES	AddAB inh	phage Ecoli inh	SR-BI uptake up	MITF TRPM1 HTS	Ecoli viability	SR-BI HDL uptake	Tat transport	CAL PDZ FP-1	CAL PDZ FP-2	Wnt bcat act
O=C1NC(=O)C2(Cc3cc([N+](=O)[O-])ccc3N3CCN(C(=O)c4ccccc4)CC32)C(=O)N1 (centres undefined)	1.1	0.8	x	-3	-0.9	x	-2	-3	-2.9	-2
COc1ccccc1N1CCN(C(CNC(=O)Oc2ccccc2)c2cccnc2)CC1 (centres undefined)	-2.9	4.3	11	-2	-0.8	-11	-3	-4	-1.6	x
Cc1ccc(-n2c(O)c(C=NCCN3CCOCC3)c(=O)[nH]c2=O)cc1	3.0	4.7	25	-6	0.7	-25	-6	-4	-1.3	x
CCOP(=O)(OCC)c1cccc(OP(=O)(c2cccc([N+](=O)[O-])c2)c2cccc([N+](=O)[O-])c2)c1	0.9	0.5	x	x	0.8	x	x	x	x	4
CC1(O)CCC2C3CCC4=CC(=O)CCC4(C)C34OC4CC21C (centres undefined)	x	2.5	9	-3	x	-9	2	0	0.2	0
O=C1/C(=C/c2cccc([N+](=O)[O-])c2)N2CCC1CC2	5.8	4.4	39	13	1.0	-39	0	-3	-0.3	1
CCN(CCNc1ccc([N+](=O)[O-])c2cccnc12)S(=O)(=O)c1ccccc1	0.5	3.9	-7	9	-1.0	7	4	x	-3.6	x
CCCCOC(=O)c1ccccc1C(=O)OCCCC	3.4	3.6	6	3	1.1	-6	1	42*	-0.1	-2

Source: PubChem (several laboratories)
